Wnt act: Wnt/beta-catenin pathway activation; Wnt/beta-catenin reporter cell assay, activator, plate reader; activation, % at 9.35 µM; hit rate 1.2% among 300,000; in the data active means activation above about 30%, passing the limit was not always enough;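 further: 0% = neutral control wells and 100% = positive control wells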
Arr AP2 block: blocks beta-arrestin peptide binding to AP2 adaptin | FITC-arrestin peptide / GST-AP2 beads, flow cytometry; AP2 beta2 appendage carries R879A mutation | inhibition, % at 10 µM | hit rate 0.31% among 340,000 | AID 504490;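 active means inhibition above a set limit, near 3 SD of compounds lacking own fluorescence, cut at about 54% in these data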;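 further: plate controls were DMSO wells for no effect and 5 µM unlabelled arrestin peptide for full effect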
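Material – AP2 appendage R879A on GSH beads · Buffer or medium – PBS with 0.05% Tween 20 and 0.1% BSA · Probe or stimulus – fluorescein-tagged arrestin peptide at 50 nM final · Incubation – compound with beads 12 min RT, then probe 1 h RT · Detection – high-throughput flow cytometry of beads, ex 488, em 535 nm · Evaluation – percent response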
V-ATPase pHluor: regulators of yeast V-ATPase proton transport; response, % at 10 µM; S. cerevisiae, pHLuorin cytosolic pH fluorescence; hit rate 0.37% among 350,000; in the data active means response mostly above about 7.3%, no sharp cut-off; inactive means mostly below about 5.4%; further: actives read high; inactives centre near 0; some compounds called inactive have numbers as strong as hits; reference of the scale not given here
OPRM1-OPRD1 inv: inverse agonists of human mu-delta opioid receptor heterodimerization; P35372+P41143; cell-based MOR-DOR heterodimer luminescence, inverse agonism; inhibition, % at 9.3 µM; hit rate 0.21% among 340,000; AID 504357; in the data active means inhibition above about 22%, passing the limit was not always enough;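 further: 0% = cells with DMSO and 100% = wells without cells with DMSO; values of inactives mirror those of a sister screen read the other way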
cardiac RTF act: cardiac RTF calcium sensitization | P19429+P45379 | IANBD-labeled TnC RTF fluorescence at EC20 calcium; 0% EC20 calcium, 100% full calcium | activation, % at 7.2 µM | hit rate 0.24% among 340,000 | AID 493008;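 active means activation above the mean over all tested compounds plus 3 SD, cut at about 30% in these data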;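 further: rise in fluorescence read as greater calcium sensitivity of cardiac thin filaments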
DSG3 Ab inh: blocks pemphigus antibody binding to human desmoglein-3 | P32926 | DSG3-coupled beads, scFv-anti-DSG3-GFP binding, flow cytometry; active compounds read low | binding (percent of control), % at 10 µM | hit rate 0.48% among 310,000 | AID 588358;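 active means binding more than 3 SD below its plate's average and above zero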;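 further: hits lower antibody fragment binding to DSG3; some compounds called inactive have numbers as strong as hits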
C-LANA FP: inhibitors of KSHV LANA C-terminal domain DNA binding; MBP-C-LANA/FAM-LBS DNA binding, fluorescence polarization; hit rate 0.078% among 340,000; inhibition, % at 9 µM;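 active means highest replicate inhibition at or above 60% at 9 µM, even if other replicates fall short; inactive means all replicates below 60% inhibition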;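 further: 0% = neutral control wells and 100% = 4 µM acridine orange control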
RTF Ca sens inh: cardiac RTF calcium desensitization; IANBD-labeled cardiac RTF, Ca2+ fluorescence; inhibition, % at 7.15 µM; hit rate 0.12% among 340,000; AID 493244;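 active means inhibition above the mean inhibition of all tested compounds plus 3 SD, cut at about 17% in these data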;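 further: assay run at fixed EC70 calcium of 1.6 mM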
Keap1-Nrf2 PPI: inhibitors of human Keap1-Nrf2 protein-protein interaction; Keap1 Kelch-Nrf2 peptide fluorescence polarization, 1536-well; AID 504523; inhibition, % at 9.4 µM; hit rate 0.15% among 340,000; Q14145; in the data active means inhibition above about 12%;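 further: human Keap1 Kelch domain with fluorescein labeled Nrf2 9mer peptide probe; 0% = neutral control wells and 100% = peptide positive control; higher means more block of Keap1 binding to Nrf2 peptide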
Target sequence (Q14145 whole entry, looked up, the tested form may be a part): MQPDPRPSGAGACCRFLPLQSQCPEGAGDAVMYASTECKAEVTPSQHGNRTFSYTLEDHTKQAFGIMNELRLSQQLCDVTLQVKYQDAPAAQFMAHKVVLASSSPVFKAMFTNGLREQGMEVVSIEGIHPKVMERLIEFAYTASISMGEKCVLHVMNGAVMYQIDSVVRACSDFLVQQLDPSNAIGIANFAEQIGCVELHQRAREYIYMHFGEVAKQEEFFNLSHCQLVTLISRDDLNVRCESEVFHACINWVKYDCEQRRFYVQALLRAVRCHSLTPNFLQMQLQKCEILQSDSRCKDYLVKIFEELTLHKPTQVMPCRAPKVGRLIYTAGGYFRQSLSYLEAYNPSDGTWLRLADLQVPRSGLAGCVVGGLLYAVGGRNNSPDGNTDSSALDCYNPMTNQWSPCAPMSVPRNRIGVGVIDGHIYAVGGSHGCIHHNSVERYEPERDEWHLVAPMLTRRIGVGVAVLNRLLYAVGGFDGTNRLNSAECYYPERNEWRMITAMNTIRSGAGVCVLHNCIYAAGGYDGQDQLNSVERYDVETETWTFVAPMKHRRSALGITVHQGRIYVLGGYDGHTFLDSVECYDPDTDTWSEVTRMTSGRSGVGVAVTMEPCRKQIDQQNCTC
OPRM1-OPRD1 ag: agonists of human mu-delta opioid receptor heterodimerization; hit rate 0.3% among 340,000; cells, OPRM1-OPRD1 heterodimerization, luminescence; activation, % at 9.3 µM; in the data active means activation above about 18%;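 further: 0% = vehicle-treated cells and 100% = reference agonist; values of inactives mirror those of a sister screen read the other way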
An asterisk follows results filed as active; . = not tested or not shown.

SMILES | Wnt act | Arr AP2 block | V-ATPase pHluor | OPRM1-OPRD1 inv | cardiac RTF act | DSG3 Ab inh | C-LANA FP | RTF Ca sens inh | Keap1-Nrf2 PPI | OPRM1-OPRD1 ag
Cc1ccc2c(c1)cc1c(=O)[nH]ncn12 | . | 14 | -1 | 11 | -2 | 111 | 0.5 | -1 | -1 | -1.8
Cc1cccc(Oc2ccc(C(=O)NC3CCSC3=O)cn2)c1C (stereo not drawn) | -1 | -3 | -1 | 9 | -3 | 114 | -2.8 | -9 | -4 | -2.1
COc1ccccc1CNS(=O)(=O)CCNC1CCCCC1 | -1 | -12 | 2 | -8 | -4 | 100 | 2.2 | -6 | 2 | 1.7
CCOC(=O)c1c(C)c(C(=O)NCc2cccs2)c(C)n1C | . | 4 | 2 | 9 | 2 | 100 | -0.8 | -6 | -2 | -1.6
Cn1nnnc1SCC(=O)NNC(=O)c1ccc(F)cc1 | 1 | -12 | -1 | 8 | -2 | 102 | -3.2 | -9 | -2 | -1.6
O=C(Oc1ccc(N2C(=O)CCC2=O)cc1)c1ccco1 | . | -5 | 2 | 12 | 2 | 105 | 3.1 | 5 | 3 | -2.0
O=C(Cn1cnc2ccccc21)c1ccc(Br)cc1 | -1 | 18 | -2 | 4 | 0 | 94 | -2.8 | -10 | 1 | -0.9
COc1ccc(NC(=O)C(C/C=C(/C)Cl)C(C)=O)cc1 (stereo not drawn) | . | 12 | 3 | -1 | -3 | 99 | -2.0 | -8 | -1 | 0.1
Cc1cccc(OCCn2nnc3ccccc32)c1C | 1 | 5 | 4 | 12 | 5 | 120 | -11 | -3 | -1 | -2.4
CC1CCN(c2nc3ccc(C(=O)O)cc3s2)CC1 | . | 46 | -1 | 10 | 3 | 107 | -0.2 | 4 | 2 | -1.8
COc1ccc(Nc2nc(N3CCCC3)nc3ccccc23)c(OC)c1 | -11 | -1 | 0 | 12 | -11 | 118 | -5.9 | 2 | -3 | -2.0
Nc1nc(-c2ccc(Cl)cc2)c(S(=O)(=O)c2ccccc2)s1 | -4 | -5 | 7 | -23 | 3 | 106 | -2.2 | -4 | 6 | 3.1
Cc1ccc(NC(=O)C2CCCO2)cc1[N+](=O)[O-] (stereo not drawn) | -1 | 0 | 3 | 3 | -6 | 110 | 0.0 | 5 | -2 | -0.6
CS(=O)(=O)c1ccc(Cl)c(NC(=O)CSc2n[nH]c(-c3cccs3)n2)c1 | -2 | 0 | -2 | 11 | 0 | 90 | 0.3 | 6 | -3 | -2.5
O=S(=O)(c1ccc(S(=O)(=O)N2CCCN(Cc3ccccc3)C2)cc1)N1CCCCCC1 | . | 12 | -5 | 12 | -2 | 101 | -0.1 | -6 | -4 | -2.2
O=S(=O)(Nc1cccc(Br)c1)c1cccc2nsnc12 | 0 | 3 | 1 | 18 | -6 | 103 | 2.1 | 0 | -1 | -3.7
O=S1(=O)CCN=C2SC3=C(CCCC3)N21 | 2 | 7 | 0 | 4 | 4 | 99 | 0.0 | 3 | -3 | -0.6
CCOc1ccc(N(CC(=O)Nc2ccc3c(c2)OCCO3)S(=O)(=O)c2c(C)noc2C)cc1 | -3 | 15 | 0 | 9 | 3 | 102 | -2.0 | -3 | -2 | -1.8
C(=C\c1ccccn1)/c1ccccn1 | 13 | -13 | -18 | 9 | -1 | 94 | -0.5 | 0 | -12 | -1.8
CCN1CCN(c2cc(C)c3cc(NC(=S)N4CCC5(CC4)OCCO5)ccc3n2)CC1 | 0 | 17 | 3 | 9 | 0 | 99 | 1.7 | -11 | 3 | -1.7
Cc1ccc(Cn2nnc3c(=O)[nH]c(C4CCN(S(=O)(=O)Cc5ccccc5)CC4)nc32)cc1 | 2 | 16 | -2 | 6 | -2 | 115 | 0.6 | -3 | -2 | -1.2
CCOC(=O)/C=C/C(=O)OCC(=O)Nc1ccc(OC)c(Cl)c1 | 4 | 8 | 0 | -1 | -2 | 92 | 1.1 | -35 | -18 | 0.1
Cc1ccc(-c2nc(NCc3ccco3)n(S(C)(=O)=O)n2)cc1 | -21 | -20 | 0 | 17 | 1 | 100 | -0.1 | -14 | -2 | -3.4
C[C@@H](NC(=O)[C@@H]1Cc2ccccc2CN1)C(=O)NCc1ccco1 | 1 | -16 | 0 | 11 | 7 | 105 | -0.7 | -7 | -2 | -2.2
CC1(C)CC(=O)C/C(=N\NC(=O)C2CC2c2ccccc2)C1 (stereo not drawn) | 0 | 8 | 0 | 10 | -2 | 105 | 1.4 | -17 | -2 | -2.0
CC1CC(C)CN(CCCNC(=O)c2ccc(CNS(=O)(=O)c3ccc(F)cc3)cc2)C1 (stereo not drawn) | 0 | -17 | -2 | 10 | -1 | . | 0.3 | 2 | -6 | -2.0
Brc1cccc(OCCN2CCOCC2)c1 | 5 | 14 | 4 | 13 | -4 | 115 | 2.5 | -6 | -3 | -2.8
O=C(CN(Cc1ccco1)C(=O)CNS(=O)(=O)c1ccc(Cl)cc1)NCc1ccc(F)cc1 | -1 | 26 | 0 | 19 | -7 | 101 | 1.0 | -2 | 0 | -4.4
O=C(Nc1cccs1)NC1CCCC1 | 0 | 15 | -5 | 1 | 2 | 100 | 3.0 | -2 | 6 | -0.1
CCOC(=O)C1CNc2cc(S(=O)(=O)CC)ccc2O1 (stereo not drawn) | -1 | -35 | 4 | 4 | 12 | 115 | 1.6 | -5 | -7 | -0.7

Sorted by length of the SMILES (highest first): some entries from above.
SMILES | Wnt act | Arr AP2 block | V-ATPase pHluor | OPRM1-OPRD1 inv | cardiac RTF act | DSG3 Ab inh | C-LANA FP | RTF Ca sens inh | Keap1-Nrf2 PPI | OPRM1-OPRD1 ag
Cc1ccc(Cn2nnc3c(=O)[nH]c(C4CCN(S(=O)(=O)Cc5ccccc5)CC4)nc32)cc1 | 2 | 16 | -2 | 6 | -2 | 115 | 0.6 | -3 | -2 | -1.2
CCOc1ccc(N(CC(=O)Nc2ccc3c(c2)OCCO3)S(=O)(=O)c2c(C)noc2C)cc1 | -3 | 15 | 0 | 9 | 3 | 102 | -2.0 | -3 | -2 | -1.8
CC1CC(C)CN(CCCNC(=O)c2ccc(CNS(=O)(=O)c3ccc(F)cc3)cc2)C1 (stereo not drawn) | 0 | -17 | -2 | 10 | -1 | . | 0.3 | 2 | -6 | -2.0
CCN1CCN(c2cc(C)c3cc(NC(=S)N4CCC5(CC4)OCCO5)ccc3n2)CC1 | 0 | 17 | 3 | 9 | 0 | 99 | 1.7 | -11 | 3 | -1.7
CCOC(=O)/C=C/C(=O)OCC(=O)Nc1ccc(OC)c(Cl)c1 | 4 | 8 | 0 | -1 | -2 | 92 | 1.1 | -35 | -18 | 0.1
CCOC(=O)C1CNc2cc(S(=O)(=O)CC)ccc2O1 (stereo not drawn) | -1 | -35 | 4 | 4 | 12 | 115 | 1.6 | -5 | -7 | -0.7
O=S1(=O)CCN=C2SC3=C(CCCC3)N21 | 2 | 7 | 0 | 4 | 4 | 99 | 0.0 | 3 | -3 | -0.6
C(=C\c1ccccn1)/c1ccccn1 | 13 | -13 | -18 | 9 | -1 | 94 | -0.5 | 0 | -12 | -1.8
O=C(Nc1cccs1)NC1CCCC1 | 0 | 15 | -5 | 1 | 2 | 100 | 3.0 | -2 | 6 | -0.1

Following part.
SMILES | Wnt act | Arr AP2 block | V-ATPase pHluor | OPRM1-OPRD1 inv | cardiac RTF act | DSG3 Ab inh | C-LANA FP | RTF Ca sens inh | Keap1-Nrf2 PPI | OPRM1-OPRD1 ag
C[C@H](CO)N1C[C@H](C)[C@@H](CN(C)C(=O)Nc2ccccc2)Oc2ccc(NS(=O)(=O)c3cn(C)cn3)cc2C1=O | -1 | . | 4 | 3 | 0 | 96 | 0.9 | -14 | -2 | -0.5
O=C(CSc1ccc2nnc(-c3ccc(Cl)cc3)n2n1)N1CCCc2ccccc21 | . | 2 | -3 | -5 | -1 | 100 | 0.2 | -2 | 3 | 0.9
CN1CCN(C(=O)c2ccc(Cl)cc2)CC1 | 0 | 3 | 1 | -9 | -3 | 99 | 0.1 | -2 | 0 | 1.9
Cc1ccc2oc(-c3cccc(NC(=O)Cc4cccs4)c3)nc2c1 | . | 0 | 4 | -17 | -1 | 106 | -1.9 | -3 | -1 | 3.3
CCOc1ccccc1N1CCN(Cc2cnc(-c3ccccc3)[nH]2)CC1 | 1 | 13 | 4 | 8 | 6 | 112 | -2.3 | -5 | 5 | -1.5
C=CCn1c(-c2cccc([N+](=O)[O-])c2)n[nH]c1=S | -3 | -3 | 0 | -15 | 3 | 82 | 0.3 | -26 | -3 | 2.3
CC1(C)Cc2cccc(C(=O)Nc3ccc(Cl)cc3)c2O1 | 2 | 2 | -3 | -9 | -1 | 119 | -0.8 | -3 | 1 | 1.7
Cc1nc(-c2ccccc2)cc(N2CCCC2)n1 | . | -1 | 2 | 14 | 0 | 102 | -1.5 | -7 | 0 | -2.6
CC1(C(=O)OCC(=O)Nc2nc(-c3ccc(F)c(F)c3)cs2)CC1(Cl)Cl (stereo not drawn) | 2 | -1 | 2 | -22 | 2 | 101 | -0.4 | -4 | -7 | 4.2
Cc1cc(C)n(CC(=O)O)c(=O)c1[N+](=O)[O-] | 35* | 66* | 2 | 1 | -3 | 110 | 0.1 | 0 | 2 | -0.2
CCOC(=O)N1CCN(C(=O)CSc2nc(-c3cccc(C)c3)ns2)CC1 | -3 | 3 | -3 | 11 | -3 | 100 | 2.5 | -3 | -1 | -2.1
Fc1ccc(OCc2nn3c(Cn4nnc5ccccc54)nnc3s2)cc1 | . | 4 | -1 | 3 | -2 | . | -1.3 | 0 | 2 | -0.5
COc1ccc(Br)cc1/C=N/NC(=O)c1ccco1 | 7 | 6 | 6 | -1 | 4 | 98 | -2.3 | -6 | -5 | 0.2
O=C1CCC(=O)N(O)CCCCCNC(=O)CCC(=O)N(O)CCCCCNC(=O)CCC(=O)N(O)CCCCCN1 | -8 | 3 | 1 | 8 | 0 | . | 2.1 | -3 | -1 | -1.7
O=C1/C(=C\c2ccc(O)cc2)SC(=S)N1Cc1ccccc1 | 0 | 3 | -1 | 7 | 5 | 97 | 6.8 | -30 | -9 | -1.5
COCCc1nnc(NC(=O)C(C)C)s1 | 3 | 47 | -1 | 3 | 3 | . | 0.4 | -5 | -4 | -0.5
CCOC(=O)c1cc(C)n(CCc2ccccc2)c1C | . | -1 | -5 | -22 | -9 | 104 | 0.8 | 6 | -3 | 3.6
Cc1nc2c(cc1C(=O)N/N=C/c1ccc(O)c(O)c1)c(=O)n(C)c(=O)n2C | -2 | 14 | 0 | -4 | 3 | 99 | -1.7 | 2 | 8 | 1.0
CCOc1ccc(N(CC(=O)N2CCOCC2)S(=O)(=O)c2ccc(SC)cc2)cc1 | -1 | 17 | -2 | -15 | -1 | 108 | -1.3 | -1 | 1 | 1.8
Cc1cnc(NC(=O)Cn2cnc3c2c(=O)n(C)c(=O)n3C)s1 | -2 | 10 | -3 | . | -5 | 88 | -1.7 | -8 | 4 | .
O=C(CCCSc1nc2ccccc2[nH]1)NC1=NCCS1 | . | -6 | 3 | 11 | -6 | 107 | -0.6 | 4 | -6 | -2.0
